TRPC6 inh: mouse TRPC6 channel inhibition | Q61143 | HEK293-TRPC6, membrane potential dye, ACh-evoked depolarization; active compounds read low | B-score at 10 µM | 310,000 tested, 1.1% active;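 active = B-score under library mean minus 3 SD, initial fluorescence not abnormally high, positive integrated signal ratio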;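 note: B-score derived from integrated fluorescence ratio over the kinetic read; more negative B-score means stronger inhibition of depolarization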
TRPC4 block: TRPC4 (mouse) channel inhibition. 300,000 tested, 0.39% active. B-score at 10 µM. AID 2247. HEK293 TRPC4beta/mu-opioid, DAMGO-evoked Fluo4 calcium flux; active compounds read low. Q9QUQ5;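 active = B-score over 3 SD under the library average, no early fluorescence shift, positive overall ratio signal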
Target sequence (Q9QUQ5 whole entry, looked up): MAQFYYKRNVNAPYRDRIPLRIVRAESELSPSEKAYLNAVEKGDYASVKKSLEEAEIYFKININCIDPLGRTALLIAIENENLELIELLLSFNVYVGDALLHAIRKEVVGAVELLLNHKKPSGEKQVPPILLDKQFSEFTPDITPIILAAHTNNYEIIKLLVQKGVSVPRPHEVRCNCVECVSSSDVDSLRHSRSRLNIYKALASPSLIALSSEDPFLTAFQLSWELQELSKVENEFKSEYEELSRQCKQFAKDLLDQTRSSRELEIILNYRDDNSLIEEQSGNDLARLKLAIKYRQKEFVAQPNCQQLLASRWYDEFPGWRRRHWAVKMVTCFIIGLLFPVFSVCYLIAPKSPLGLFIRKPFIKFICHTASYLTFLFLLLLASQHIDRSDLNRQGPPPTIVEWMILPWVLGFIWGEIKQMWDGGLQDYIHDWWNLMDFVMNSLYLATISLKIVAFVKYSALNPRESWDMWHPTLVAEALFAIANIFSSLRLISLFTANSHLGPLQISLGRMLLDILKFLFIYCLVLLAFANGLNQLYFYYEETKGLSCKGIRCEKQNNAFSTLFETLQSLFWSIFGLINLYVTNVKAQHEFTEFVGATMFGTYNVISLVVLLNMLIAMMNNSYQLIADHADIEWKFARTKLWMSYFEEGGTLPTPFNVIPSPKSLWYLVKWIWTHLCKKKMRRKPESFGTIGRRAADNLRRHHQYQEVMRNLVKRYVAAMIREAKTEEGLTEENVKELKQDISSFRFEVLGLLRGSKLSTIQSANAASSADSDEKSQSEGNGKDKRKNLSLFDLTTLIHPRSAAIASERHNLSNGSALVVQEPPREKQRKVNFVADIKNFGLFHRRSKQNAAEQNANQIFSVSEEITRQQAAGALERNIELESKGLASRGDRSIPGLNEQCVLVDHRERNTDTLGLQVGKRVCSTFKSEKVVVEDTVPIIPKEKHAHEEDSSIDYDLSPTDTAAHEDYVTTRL
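Assay system: HEK293 cells with stable TRPC4beta plus mu-opioid receptor expression. Dosing: single dose. Measured by: Fluo4 Ca2+ flux fluorescence. Also added: DAMGO in two steps, submaximal then maximal. Read-out: B score from integrated Fluo4 fluorescence ratio.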
TRPC4 agonist: opens the mouse TRPC4 cation channel; HEK293 TRPC4beta/mu-opioid, Fluo4 calcium fluorescence; active compounds read high; 310,000 tested, 0.49% active; B-score at 10 µM; AID 2237; Q9QUQ5;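 active = B-score above 5 SD of library B-scores, and initial fluorescence ratio not above library mean plus 5 SD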;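 note: positive B-score marks a calcium rise read as TRPC4 activation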
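Assay system – TRPC4beta and mu-opioid receptor HEK293 stable cells · Measured by – Fluo4 fluorescence, kinetic · Schedule – dye loading 45 min room temperature, 110 s kinetic read · Read-out – B-scored integrated calcium fluorescence ratio · Controls – buffer and maximal DAMGO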
PolyA inh: inhibitors of polyadenylation in S. cerevisiae | AID 1875 | calls only at 12 µM | 300,000 tested, 0.02% active | S. cerevisiae SKY197-pL101 polyadenylation reporter, beta-gal luminescence; efflux-impaired pdr1/pdr3 knockout yeast; score 100 = 6 SD above DMSO;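 active = lowest replicate activity score at least 50, where 100 means six control SD above control mean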;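 note: yeast exposed to compound for 9 h at 30 °C; higher score means more reporter readthrough which indicates perturbed polyadenylation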
HIF act: HIF pathway transcriptional activation | U2OS HRE-luciferase reporter, luminescence; normalized: DMSO 0%, desferrioxamine 100% | activation, % at 7.5 µM (by protocol) | 300,000 tested, 0.32% active;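 active = mean activation of at least 10% of the iron chelator positive control signal, with at least half of replicates also reaching 10%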
MrgX1 agonist: agonists of human MrgX1 receptor. B-score at 10 µM. 310,000 tested, 0.44% active. MrgX1-HEK293 cells, Fluo-4 calcium fluorescence, agonist mode; active compounds read high. Q96LB2;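 active = calcium response B-score plate-corrected fluorescence ratio at least 3 library SD, with starting fluorescence B-score inside 5 SD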
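Assay system: MrgX1-expressing HEK293 cells / Amount: fifteen thousand cells per well / Doses: test compound in the initial addition of three / Timing: cells plated overnight, dye loaded 0.5 h 37 °C, 0.5 h room temperature / Technique: kinetic calcium dye fluorescence, Fluo-4 NW / Control set: positive and negative controls per plate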
AI-2 QS mod: Vibrio harveyi AI-2 quorum sensing modulation; activity change, % at 7.5 µM; AID 2094; 300,000 tested, 0.4% active; Vibrio harveyi JMH597 AI-2 luminescence/OD600 ratio, 9 h; active compounds read low; strain lacks LuxN and CqsS sensors; 0 = neutral-control median; in the data active = activity change below about -75%, passing the limit was not always enough;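 note: luminescence divided by OD600 gain over 9 h not by final OD600 alone; inactives centre near 13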
TRPC6 activator: mouse TRPC6 channel activation; HEK293-TRPC6 membrane potential dye fluorescence; active compounds read high; 310,000 tested, 0.13% active; Q61143; B-score at 10 µM;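 active = B-score of the integrated fluorescence ratio above library mean plus 3 SD, and starting fluorescence ratio within library mean plus 5 SD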;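 note: higher score means more depolarization so channel activation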
TRPC4 potent: TRPC4 (mouse) allosteric potentiation. Q9QUQ5. HEK293 TRPC4beta/mu-opioid, DAMGO EC20, Fluo-4 Ca2+ flux; active compounds read high. B-score at 10 µM. 310,000 tested, 0.42% active. AID 2227;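 active = B-score of calcium response area above 5 SD of library B-scores, with initial fluorescence ratio within 5 SD of library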;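 note: B-score of integrated fluorescence ratio over time as area under calcium response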
MrgX1 PAM: allosterically activates human MrgX1 receptor signaling; Q96LB2; MrgX1-HEK293, Fluo-4 calcium flux, FDSS; active compounds read high; B-score at 10 µM; 310,000 tested, 0.63% active; AID 588675;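 active = plate-corrected calcium response at least 3 library SD above typical, normal starting fluorescence, not activating the receptor alone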;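 note: compound read alongside a low EC10 to EC30 dose of BAM8-22 agonist; peak minus trough fluorescence over baseline measured at the second addition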
MrgX1 antag: blocks BAM8-22 activation of human MrgX1 receptor | Q96LB2 | MRGX1-HEK293 calcium flux, Fluo-4, BAM8-22 antagonism; active compounds read low | B-score at 10 µM | 310,000 tested, 1.3% active | AID 588676;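 active = calcium-response B-score plate-corrected more than 3 library SD below zero, starting fluorescence within 5 deviations, no agonist response on first addition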;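 note: peak minus trough fluorescence over baseline after final BAM8-22 challenge near maximal dose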
* marks the source's active call; other numbers are inactive results; i = inactive; · = no result given. The list is partial; the hit share may differ from the screen's.

SMILES	TRPC6 inh	TRPC4 block	TRPC4 agonist	PolyA inh	HIF act	MrgX1 agonist	AI-2 QS mod	TRPC6 activator	TRPC4 potent	MrgX1 PAM	MrgX1 antag
COc1ccc2nc(N3C(=O)CC(C(C)c4ccccc4)C3=O)sc2c1 (stereo not given)	i	i	i	i	0.2	i	5	i	i	i	i
COc1ccc(C)cc1NC(=S)NC12CN3CN(CN(C3)C1)C2	i	i	i	i	0.2	i	-4	i	i	i	i
CCCCOC(=O)Nc1nccs1	i	i	i	i	0.5	i	2	i	i	i	i
Cc1nc(NC(=O)c2ccccc2)sc1-c1csc(NCCc2ccccc2)n1	i	i	i	i	2.2	i	8	i	i	i	i
C=CCn1c(SCc2cc(C(=O)OC)c(C)o2)nnc1-c1ccncc1	i	i	i	i	-0.4	i	41	i	i	i	i
O=[N+]([O-])c1ccc(N/N=C/c2cn(-c3ccccc3)nc2-c2ccccc2)cc1	i	i	i	i	0.7	i	31	i	i	i	-4.5*
CN(C)CCCN(C(=O)c1cccc(N2C(=O)CCC2=O)c1)c1nc2cc3c(cc2s1)OCO3	i	i	i	i	-2.6	i	16	i	i	i	i
Cc1ccc(/C=C/S(=O)(=O)Nc2ccc(C)cc2)cc1	i	i	i	i	0.5	i	28	i	i	i	i
COc1ccccc1NC(=O)C(CC(C)C)NC(=O)C1CCCCC1 (stereo not given)	i	i	i	i	0.1	i	-2	i	i	i	i
Cc1c(Br)c([N+](=O)[O-])nn1C(C)C(=O)NCC1CCCO1 (stereo not given)	i	i	i	i	0.3	i	28	i	i	i	i

Continued; the last two above are carried over.
SMILES	TRPC6 inh	TRPC4 block	TRPC4 agonist	PolyA inh	HIF act	MrgX1 agonist	AI-2 QS mod	TRPC6 activator	TRPC4 potent	MrgX1 PAM	MrgX1 antag
COc1ccccc1NC(=O)C(CC(C)C)NC(=O)C1CCCCC1 (stereo not given)	i	i	i	i	0.1	i	-2	i	i	i	i
Cc1c(Br)c([N+](=O)[O-])nn1C(C)C(=O)NCC1CCCO1 (stereo not given)	i	i	i	i	0.3	i	28	i	i	i	i
Cc1cccc(N(CC(=O)NCc2ccco2)C(=O)CCC(=O)Nc2ccccn2)c1	i	i	i	i	-0.2	·	21	i	i	·	·
CCOC(=O)N1CCC(NC(=O)c2cc3c(=O)[nH]c4ccccc4c3n2C)CC1	i	i	i	i	-0.7	i	19	i	i	i	i
O=C(O)c1cccc(CN2C(=O)S/C(=C/c3ccccc3[N+](=O)[O-])C2=O)c1	i	i	i	i	0.0	i	60	i	i	11*	i
O=C(Nc1ncc([N+](=O)[O-])s1)C1COc2ccccc2O1 (stereo not given)	i	i	i	i	3.5	i	7	i	i	i	i
Cc1cccc(C)c1OCCN1CCOCC1	i	i	i	i	0.5	i	24	i	i	i	i
COC(=O)c1cc(NC(=O)c2cccnc2)cc(C(=O)OC)c1	i	i	i	i	-1.5	i	6	i	i	i	i
CCC(=O)c1ccc(OCC(=O)OCC(=O)Nc2sccc2C(N)=O)cc1	i	i	i	i	0.4	i	30	i	i	i	i
Cc1cc(C)nc(/N=c2/ssnc2Cl)c1	i	i	i	i	-0.4	i	9	i	i	i	i
COc1ccc(C(=O)NCCc2nnc3ccc(SCC(=O)Nc4cc(C)on4)nn23)cc1	i	i	i	·	-0.4	i	3	i	i	i	i
CC(C)CNC(=O)c1ccccc1NC(=O)c1ccc(CSc2ccccc2)cc1	i	i	i	i	-0.3	i	10	i	i	i	i
CCSc1nnc(-c2ccc(S(=O)(=O)N3CCCC3)cc2)n1C	i	i	i	i	0.2	i	22	i	i	i	i
O=C(NCC1CCCO1)c1ccc2c(=O)n(CC3CCCO3)c(=S)[nH]c2c1 (stereo not given)	i	i	i	i	-0.1	i	7	i	i	i	i
O=C(c1ccccc1Cl)N1CCn2c1nc1ccccc12	i	i	i	i	0.0	i	32	i	i	i	i
Cc1ccccc1OCCNc1cc(N2CC(C)NC(C)C2)ccc1[N+](=O)[O-] (stereo not given)	i	i	i	i	0.3	i	25	i	i	i	i
CC(C)c1nc(C#N)c(N2CCOCC2)o1	i	i	i	i	-0.1	i	8	i	i	i	i
O=C(CCNC(=O)c1ccc(Cl)cc1)Nc1ccccc1N1CCCC1	i	i	i	i	-0.4	i	18	i	i	i	i
COc1ccc(CCC(=O)Nc2nc(C)c(C(=O)N(C)C)s2)cc1	i	i	i	i	0.0	i	0	i	i	i	i
Cn1sc(=O)c2cc(S(=O)(=O)NC3CC3)ccc21	i	i	i	i	-0.6	i	3	i	i	i	i
CCOC(=O)C1CCN(C(=O)CN2C(=O)CSc3ccc(S(=O)(=O)N4CCOCC4)cc32)CC1	i	i	i	i	0.5	i	10	i	i	i	i
CS(=O)(=O)N1CCN(c2ccccc2NC(=O)c2ccc3c(c2)OCCO3)CC1	i	i	i	i	2.6	i	·	i	i	i	i
COc1cccc(N2CCN(C(=O)c3cc4c(s3)-c3ccccc3OC4)CC2)c1	i	i	i	i	-0.4	i	28	i	i	i	i
CCc1cccc(C)c1N=Cc1c(O)c2ccccc2oc1=O	i	i	i	i	-2.0	i	5	i	i	i	i
O=C(Cc1ccc(F)cc1)N/N=C/c1ccc(-c2ccc(Cl)c(C(=O)O)c2)o1	i	i	i	i	-0.8	i	4	i	i	i	i
CCOC(=O)NC(=O)COC(=O)c1ccc(O)cc1	i	i	i	i	0.0	i	-8	i	i	i	i
COc1ccc(C(C)=O)cc1COc1cccc2cccnc12	i	i	i	i	0.7	i	-2	i	i	i	i
N#Cc1c2n(c(=S)n(-c3ccc(OC(F)F)cc3)c1=O)CCCCC2	i	i	i	i	0.0	i	-8	i	13*	i	i
CCN(c1ccccc1)S(=O)(=O)c1cc(C(=O)Oc2ccc3c(C)cc(=O)oc3c2)ccc1C	i	i	i	·	-0.9	i	5	i	i	i	i
O=[N+]([O-])c1ccc(N2CCCC2)nc1N1CCCC1	i	i	144*	i	-0.1	i	16	i	i	i	i
N#C/C(=N\Nc1cc(Cl)cc(Cl)c1)c1nnc2n1CCCCC2	i	i	i	i	0.2	i	52	i	i	i	i
COc1ccc(C(=O)OC(C)C(=O)NC(C)CCc2ccccc2)cc1OC (stereo not given)	i	i	i	i	0.3	i	1	i	i	i	i
COc1cc(CCCN2C(N)=NC[C@H]2Cc2ccc(O)cc2)cc(OC)c1OC	i	i	i	i	0.2	i	38	i	i	i	i
COc1cc(S(=O)(=O)NCc2cccnc2)c(OC)cc1Br	i	i	i	i	-0.5	i	12	i	i	i	i
COCCn1c(SCC(=O)Nc2cc(C)on2)nc2c(c1=O)SCC2	i	i	i	i	-0.2	i	19	i	i	i	i
CC1Sc2ccc(S(=O)(=O)NCCc3ccc(S(N)(=O)=O)cc3)cc2NC1=O (stereo not given)	i	i	i	i	-0.3	i	10	i	i	i	i
Cc1cccc(C(=O)Nc2nnc(-c3ccncc3)o2)c1	i	i	i	i	-0.7	i	33	i	i	i	i
O=C1Nc2cc(Cl)c(Cl)cc2N(O)N1c1cc(Cl)cc(Cl)c1	i	i	i	i	0.0	i	28	i	i	i	i
Cc1ccccc1OCCSc1nnc(C)n1-c1ccccc1	i	i	i	i	0.1	i	13	i	i	i	i
CCCc1nc(SCC(=O)N2CCc3ccccc3C2)c2ccccc2n1	i	i	i	i	-0.3	i	24	i	i	i	i
CC(C)(C)c1ccc(COC(=O)CN2C(=O)NC3(CCCC3)C2=O)cc1	i	i	i	·	0.1	i	13	i	i	i	i
CC(C)CNC(=O)C(=O)N/N=C/c1cccs1	i	i	i	i	1.6	i	5	i	i	i	i
CC1=CC(c2ccccc2)n2nnnc2N1 (stereo not given)	i	i	i	i	-0.6	i	8	i	i	i	i
CC1CCCC(NC(=O)CCNC(=O)c2ccc(Br)cc2)C1C (stereo not given)	i	i	i	i	1.0	i	21	i	i	i	i
N#CC1=C(N)Oc2cc(N)ccc2C1c1cccc(Br)c1 (stereo not given)	i	i	i	i	-0.1	i	-3	i	i	i	i
COc1ccc(C/C(C)=N/NC(=S)Nc2ccc(Cl)cc2)cc1	i	i	i	i	3.2	i	13	i	i	i	i
Cc1ccccc1N/C(=C(/C(Cl)=C(Cl)Cl)[N+](=O)[O-])n1nnc2ccccc21	i	i	i	i	0.2	i	32	i	i	i	-5*
COc1cc(NC(=S)Nc2ccccn2)c(OC)cc1Cl	i	i	i	i	0.4	i	28	i	i	i	i
CC(=O)N(c1cccc(Br)c1)C1C=CS(=O)(=O)C1 (stereo not given)	i	i	i	i	-0.2	i	13	i	i	i	i
COc1ccc(S(=O)(=O)Nc2cccc(-c3ccc(N4CCCCCC4)nn3)c2)c(OC)c1	i	i	i	i	-0.2	i	23	i	i	i	i
CCOC(=O)c1cccc(NC(=O)C2CCN(S(=O)(=O)c3cccs3)CC2)c1	i	i	i	i	-0.2	i	·	i	i	i	i
CC(/C=N/n1c(-c2n[nH]c3c2CCC3)n[nH]c1=S)=C\c1ccco1	-8.4*	i	i	i	-0.2	i	44	i	i	i	i
Next part.
SMILES	TRPC6 inh	TRPC4 block	TRPC4 agonist	PolyA inh	HIF act	MrgX1 agonist	AI-2 QS mod	TRPC6 activator	TRPC4 potent	MrgX1 PAM	MrgX1 antag
C=CCNc1nc(N)c(C(=O)Nc2cc(C)on2)s1	i	i	i	i	1.5	i	-20	i	i	i	i
O=C(CCS(=O)(=O)c1ccccc1)N(CCCN1CCOCC1)c1nc2ccc(F)cc2s1	i	i	i	i	3.1	i	-10	i	i	i	i
Cc1ccc(NC(=O)CN2C(=O)S/C(=C/c3ccc(-c4cc(C(=O)O)ccc4C)o3)C2=O)cc1C	i	i	i	i	0.7	i	20	i	i	i	i
Cc1ccc(C)c(OCC(=O)N2CCc3ccccc3C2)c1	i	i	i	i	1.1	i	3	i	i	i	i
COc1ccc(C)cc1NC(=O)CN(C)S(=O)(=O)c1cnc[nH]1	i	i	i	i	-0.1	i	17	i	i	i	i
Fc1ccc2nc(N3CCCC3)sc2c1	i	i	i	i	4.4	i	27	i	i	i	i
CCOC(=O)NNC(=O)C12CC3CC(CC(C3)C1)C2	i	i	i	i	-0.9	i	25	i	i	i	i
O=C(N/N=C/c1c[nH]c2ccccc12)c1ccccc1	i	i	i	i	1.1	i	3	i	i	i	i

Source: PubChem (several laboratories)
